Assay outcomes as filed in PubChem BioAssay.
NR2F2 inh: blocks human COUP-TFII nuclear receptor; HEK293T NGFI-A luciferase reporter, luminescence; inhibition, % at 8.6 µM; 370,000 compounds, 0.7% hits; AID 686940;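 active = inhibition above a per-plate cutoff, mean inhibition of test wells between control levels plus 3 SD, cut at about 38% in these data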;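 also: cells cotransfected with COUP-TFII expression vector driving the NGFI-A reporter; 0% = median of COUP-TF2 test wells and 100% = reporter-only cells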
TROY signal inh: TROY signaling inhibition; Q293 LMP1-TROYcd NF-kB luciferase reporter, 4 h; inhibition, % at 10 µM; 360,000 compounds, 0.98% hits; AID 1347056;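 active = compounds whose plate-normalised and pattern-corrected inhibition of the luciferase reporter signal at the single screening dose is 50% or more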
LMP1 NFkB inh: inhibitors of Epstein-Barr LMP1-induced NF-kappaB reporter. LMP1-induced NF-kappaB luciferase reporter cells, luminescence. inhibition, % at 12.5 µM. 350,000 compounds, 0.69% hits; in the data active = inhibition above about 41%;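 also: 0% = neutral control wells and 100% = reference inhibitor control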
SRC3 inh: inhibits human SRC3 coactivator; Q9Y6Q9; HEK293 GAL4-SRC3 luciferase reporter, luminescence; inhibition, % at 3.6 µM; 360,000 compounds, 0.17% hits; AID 588352;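 active = inhibition above a per-campaign cutoff, the mean of all compounds plus 3 SD, cut at about 60% in these data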;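 also: 0% = DMSO-treated cells and 100% = gossypol-treated cells at 36 µM; higher means less SRC3-driven luciferase light from the GAL4 reporter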
NOD2-RIPK2 inh: NOD2-RIPK2 protein interaction inhibition. CHO BLA complementation NOD2-RIPK2, CCF4 ratio. 360,000 compounds, 0.38% hits. O43353. inhibition, % at 4.98 µM. AID 624267; in the data active = inhibition above about 21%;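 also: 0% = vehicle only and 100% = reference blocker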
TWEAK-Fn14 inh: blocks TWEAK-Fn14 interaction in a reporter cell assay. TWEAK-stimulated Fn14 reporter cells, luciferase luminescence, 8 h. AID 1159606. inhibition, % at 10 µM. 360,000 compounds, 2% hits; in the data active = inhibition above about 50%
NCOA1 inh: inhibitors of human steroid receptor coactivator 1 (SRC1); inhibition, % at 3.6 µM; HEK293 GAL4-SRC1 luciferase reporter, luminescence; 360,000 compounds, 0.12% hits; Q15788; AID 588354;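 active = inhibition above the campaign mean plus 3 SD, with each screening campaign given its own cutoff, cut at about 60% in these data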;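 also: 0% = DMSO treated cells and 100% = gossypol at 36 µM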
Target sequence (Q15788 whole entry, looked up, the tested form may be a part): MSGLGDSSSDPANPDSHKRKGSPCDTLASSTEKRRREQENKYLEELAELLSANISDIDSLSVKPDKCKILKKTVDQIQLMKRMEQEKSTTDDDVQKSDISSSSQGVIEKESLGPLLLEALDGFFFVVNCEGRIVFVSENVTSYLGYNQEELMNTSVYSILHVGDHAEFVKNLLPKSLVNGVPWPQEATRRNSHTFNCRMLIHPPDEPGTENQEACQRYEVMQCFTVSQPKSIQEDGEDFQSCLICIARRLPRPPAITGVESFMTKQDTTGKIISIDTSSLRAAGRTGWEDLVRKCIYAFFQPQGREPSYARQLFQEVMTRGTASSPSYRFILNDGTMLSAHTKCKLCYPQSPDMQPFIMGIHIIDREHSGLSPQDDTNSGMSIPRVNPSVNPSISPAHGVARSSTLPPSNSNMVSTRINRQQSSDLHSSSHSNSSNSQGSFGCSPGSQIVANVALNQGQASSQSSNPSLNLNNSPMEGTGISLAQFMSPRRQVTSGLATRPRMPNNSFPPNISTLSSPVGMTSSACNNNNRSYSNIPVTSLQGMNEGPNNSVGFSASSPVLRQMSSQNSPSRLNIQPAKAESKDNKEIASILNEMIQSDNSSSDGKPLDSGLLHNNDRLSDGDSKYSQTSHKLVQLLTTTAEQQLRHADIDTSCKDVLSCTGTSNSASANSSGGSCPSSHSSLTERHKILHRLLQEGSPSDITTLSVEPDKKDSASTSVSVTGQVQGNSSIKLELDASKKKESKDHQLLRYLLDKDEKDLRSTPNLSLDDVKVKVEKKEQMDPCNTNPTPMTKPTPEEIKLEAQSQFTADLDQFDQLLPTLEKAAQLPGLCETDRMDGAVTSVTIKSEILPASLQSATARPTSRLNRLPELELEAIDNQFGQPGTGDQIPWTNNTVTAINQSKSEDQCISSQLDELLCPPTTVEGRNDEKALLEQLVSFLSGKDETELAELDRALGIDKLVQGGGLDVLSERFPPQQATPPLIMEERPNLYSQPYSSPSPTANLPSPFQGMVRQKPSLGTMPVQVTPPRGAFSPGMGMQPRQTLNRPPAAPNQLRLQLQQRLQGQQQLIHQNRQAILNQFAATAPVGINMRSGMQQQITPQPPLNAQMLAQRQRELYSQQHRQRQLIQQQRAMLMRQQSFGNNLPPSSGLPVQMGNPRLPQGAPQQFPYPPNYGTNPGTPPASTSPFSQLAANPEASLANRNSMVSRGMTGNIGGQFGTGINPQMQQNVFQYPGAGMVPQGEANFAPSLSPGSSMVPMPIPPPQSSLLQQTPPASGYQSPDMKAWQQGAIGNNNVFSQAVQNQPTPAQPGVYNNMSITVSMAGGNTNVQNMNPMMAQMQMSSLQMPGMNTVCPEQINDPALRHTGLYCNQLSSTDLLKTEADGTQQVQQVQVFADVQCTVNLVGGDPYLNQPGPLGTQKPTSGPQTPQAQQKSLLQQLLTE
TLR9-MyD88 block: blocks human TLR9 binding to MyD88; CHO BLA complementation TLR9-MyD88, CCF4 FRET ratio; 340,000 compounds, 0.21% hits; Q9NR96+Q99836; inhibition, % at 4.98 µM;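 active = inhibition above the mean over all tested compounds plus 3 SD, cut at about 21% in these data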;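 also: 0% = DMSO only wells and 100% = clavulanate BLA inhibitor control wells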
TRAIL sens C8: caspase-8 TRAIL sensitization. inhibition (viability loss, TRAIL sensitization), % at 10 µM. 360,000 compounds, 1% hits. NB7+C8 cells + TRAIL, ATPlite viability luminescence;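 active = compounds causing at least 50% loss of cell viability in the single-dose screen, relative to plate controls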
LRH-1 inv ag: NR5A2 inverse agonism in reporter assay; AID 602396; 360,000 compounds, 0.13% hits; inhibition, % at 3.6 µM; O00482; HEK293T StAR-luciferase reporter, LRH-1 transfected, 24 h;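 active = inhibition above the mean inhibition of all tested compounds plus 3 SD, cut at about 73% in these data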;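 also: 0% = DMSO wells and 100% = reporter-only cells lacking LRH-1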
NCOA2 inhibitor: human SRC2 (NCOA2) inhibition | Q15596 | HEK293 GAL4-SRC2 luciferase reporter, luminescence | inhibition, % at 9 µM | 370,000 compounds, 0.17% hits;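 active = inhibition above the mean inhibition of all tested compounds plus 3 SD, set per campaign, cut at about 52% in these data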;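 also: 0% = DMSO treated cells and 100% = cells given Gossypol at 36 µM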
Active calls of the source: *; · = not tested or not shown.

no.	compound	NR2F2 inh	TROY signal inh	LMP1 NFkB inh	SRC3 inh	NOD2-RIPK2 inh	TWEAK-Fn14 inh	NCOA1 inh	TLR9-MyD88 block	TRAIL sens C8	LRH-1 inv ag	NCOA2 inhibitor
1	CC(C)n1c(=S)[nH]c2ccccc2c1=O	17	9	2	-1	-3	4	3	-3	6	-3	10
2	Cc1cccc(-n2nc3c(c2NC(=O)C2CC2)CS(=O)(=O)C3)c1C	11	4	5	11	-7	20	1	-2	1	12	-18
3	CN(CC(=O)Nc1ccc(C#N)cc1)Cc1ccc(Cl)cc1Cl	6	23	7	12	-1	-23	10	-16	-14	-10	12
4	Cc1cccc(NC(=O)c2cccc(OC(=S)N3CCOCC3)c2)c1C	-11	-43	-4	-4	-12	-24	-14	-11	7	-2	-29
5	Cc1ccc(S(=O)(=O)Nc2cccc(-c3ccc4nnc(C)n4n3)c2)s1	-23	-20	0	4	-9	-1	-7	-3	-3	33	-42
6	COc1ccc(CC(NC(C)=O)C(=O)NC2CCN(c3nc(C)cc(C)c3C#N)CC2)c(OC)c1 (centres undefined)	10	-5	10	14	2	5	-13	-2	-10	19	-20
7	Cc1ccc(S(=O)(=O)N2CCOCC2)cc1NC(=O)COc1ccccc1Cc1ccccc1	17	24	12	-19	-10	32	-1	3	13	1	0
8	CCCSC1=N/C(=C\c2ccc3c(c2)OCO3)C(=O)S1	2	8	3	3	-5	2	15	7	-13	3	3
9	COc1ccc(C(=O)Nc2c(Cl)cc(Cl)cc2C(=O)NCCN2CCOCC2)cc1	6	4	-1	-5	3	10	0	-3	6	6	15
10	Cc1ccc(Cn2c(=O)c3ccccc3n3c(SCC(=O)N4CCCCC4C)nnc23)cc1 (centres undefined)	-4	1	4	-20	-7	12	-9	6	3	25	-7
11	CC(C)C(CO)NC(=O)CC(=O)NC(CO)C(C)C (centres undefined)	-18	5	6	1	-11	22	13	-8	-2	2	2
12	Nc1ccccc1-c1nnc(-c2ccccc2N)n1N	-29	-18	-19	17	-2	-6	-27	-4	8	-13	-36
13	Cc1cc2nc(CO)[nH]c2cc1C	-9	10	4	-9	-12	28	-9	-2	9	-1	-2
14	Cc1ccc(S(=O)(=O)N2CC(O)C[C@H]2C(=O)OCC(=O)Nc2ccc(N3CCOCC3)cc2)cc1C (some centres undefined)	-2	6	-9	10	-3	12	-32	-5	-5	12	-15
15	Cc1cc(NC(=O)CSCC(=O)Nc2nc3c(C)cccc3s2)no1	-6	4	-5	-6	-9	23	-24	1	3	-23	-6
16	CC(=O)c1sc(NC(=O)c2cccc(C)c2)nc1C	-24	-43	-17	-55	-6	7	-93	9	25	-128	-6
17	CCOC(CNC(=O)c1cccn2c(=O)c3c(C)c(C)sc3nc12)OCC	-11	5	2	-2	-2	-33	-11	-11	0	-9	12
18	COc1ccccc1N1CCN(c2nccc(C)n2)CC1	22	17	4	-1	-7	-12	10	6	-2	-12	2
19	COC(=O)CNC(=O)C1CCCN1C(=O)CNC(=O)OCc1ccccc1 (centres undefined)	-13	-10	10	-26	-5	10	-17	-1	4	-5	3
20	C=CCOn1c(-n2nc(C)cc2C)nc2ccccc2c1=O	28	-4	-7	-14	-8	13	0	-5	4	-11	17
21	Cc1ccc(NC(=O)c2ccc(Cl)c(S(=O)(=O)N3CCCCCC3)c2)nc1	3	8	23	-8	-5	41	-37	1	15	0	-5
22	COc1ccc(NC(=O)Nc2ccon2)c(OC)c1	-7	-2	-4	6	-8	-10	3	6	-4	-9	-29
23	O=C(CCC(=O)N1CCN(S(=O)(=O)c2ccc(Cl)cc2)CC1)Nc1ccc2ccccc2c1	0	19	3	22	-6	31	14	-2	4	-1	15
24	Cn1c(=O)n(CC(N)=O)c2ccccc21	-11	4	-1	-1	9	-3	-17	-4	16	-13	-1
25	COC(=O)c1cc2c(cc1Cl)N1CCCCCC1=NS2(=O)=O	3	2	-16	13	-4	14	-15	4	-3	-11	5
26	CC(=O)c1cccc(NC(=O)CSc2nnnn2C2CCCC2)c1	-1	6	3	-9	6	2	-1	-2	-19	6	-2
27	Cc1c(C)n(C)c2ccc(C(=O)NCc3cccs3)cc12	-9	9	-1	-28	-3	-10	-24	-3	3	-16	-19
28	CC1=NN(C(=O)c2ccccc2Br)C(O)(c2cccnc2)C1 (centres undefined)	0	-2	-5	16	-6	-1	-13	-7	-22	-8	-5
29	CNC(=O)N/N=C(\N)c1ccccn1	-20	10	-7	11	3	12	-6	-8	-15	4	-27
30	CCN(CC)S(=O)(=O)c1cccc(NC(=O)COC(=O)CCc2nc3ccccc3s2)c1	·	-6	-2	8	-9	-1	-4	-16	-3	-12	·
31	CCC(Oc1ccc(C)c(C)c1)C(=O)N1CCCN(C)CC1 (centres undefined)	1	1	14	13	-12	-15	1	-4	-22	7	-1
32	Cc1cccc(-n2ccnc2SCC(=O)Nc2cccc(S(=O)(=O)NC3=NCCC3)c2)c1C	15	4	6	-7	4	2	-12	5	10	1	1
33	CC(=O)Nc1cccc(NC(=O)CSc2nc(=O)n(CCN3CCOCC3)c3c2CCC3)c1	-8	-2	4	21	0	-23	4	3	1	18	1
34	COc1ccc(CN(Cc2cccn2C)S(=O)(=O)c2ccc(F)cc2)cc1	-18	-2	-3	4	-8	0	18	-9	-13	-17	28
35	CCOc1ccccc1/C=C(/NC(=O)c1ccccc1)C(=O)N(CC)CC	6	50*	-3	-5	-8	58*	21	0	0	-7	15
36	O=C(Nn1cnnc1)C1CCCN1S(=O)(=O)c1ccc(F)cc1 (centres undefined)	-5	-2	4	24	2	3	-21	0	-1	3	1
37	O=C(NCc1n[nH]c(=S)n1-c1cccc(Cl)c1)c1ccc(S(=O)(=O)N2CCCCC2)cc1	6	13	-4	-32	1	16	9	-6	-2	-1	-8
38	Cc1ccc(S(=O)(=O)N(C)C)cc1NC(=S)N(C)C1CCN(C)CC1	12	-4	1	8	-3	0	-9	-16	-1	-14	-8
39	COc1ccc(CC(=O)Nc2c(C(=O)N3CCN(c4ncccn4)CC3)oc3ccccc23)cc1OC	12	6	9	-8	8	-10	10	3	7	6	-9
40	CCOc1ccc(NC(=O)C2CCCN2C(=O)Oc2ccccc2)cc1 (centres undefined)	-19	-18	1	10	-6	13	-38	11	-11	-5	-22
41	CCC(CC)c1nnc(NC(=O)CCNC(=O)c2ccccc2Cl)s1	10	-27	0	8	-7	-19	-18	2	-6	-13	4
42	O=C1[C@H]2[C@@H](c3ccccc3)N[C@]3(CCCN(Cc4ccc(Cl)cc4)C3=O)[C@H]2C(=O)N1Cc1ccccc1	11	2	-11	-23	3	-1	-7	-2	-6	2	-15
43	NC(=O)c1ccccc1NC(=O)CCCN1C(=O)CCC1=O	-8	-32	5	13	7	22	0	-7	-10	-7	-29
44	Cn1ncc(Cl)c1C(=O)N1CCN(S(=O)(=O)c2ccc(F)cc2)CC1	7	-16	-3	0	-3	18	-1	2	4	19	-12
45	Cc1cc(C(F)(F)F)n(-c2ccc(N)cc2)n1	-24	4	-6	9	-3	6	9	-5	-10	-7	-59
46	COc1cccc(C(=O)N2CCOCC2)c1	11	-7	-1	-1	-10	-17	-7	-11	2	2	0
47	N#CCCN(Cc1ccccc1)C(=S)NC(=O)c1ccccc1	-1	-29	4	0	-3	-3	-13	10	-30	0	-12
48	O=C(CN1c2cccc3cccc(c23)S1(=O)=O)NC1CCCCC1	-3	-15	-1	14	4	-1	-15	7	-10	-6	-11
49	COc1cc(/C=C/CO)cc(OC)c1OC/C=C(\C)CCC=C(C)C	7	-15	6	9	-15	-30	7	-4	-13	32	2
50	Cc1cc(C(C)(C)C)cc(C)c1S(=O)(=O)N1CCN(C(=O)c2cc([N+](=O)[O-])c[nH]c2=O)CC1	16	3	-2	3	-1	26	10	-1	-3	3	7
51	CCOC(=O)c1ccc2c(c1)N(CC#N)C(=O)C(C)(C)O2	6	-8	2	0	6	3	-9	2	43	-12	-8
52	Cc1ccccc1/C=C1\Oc2ccccc2C1=O	-6	-47	0	-8	3	8	9	-8	34	-13	-10
53	O=[N+]([O-])c1cc([N+](=O)[O-])c(Oc2ccc(Br)cc2Br)cc1NN1CCCCC1	-10	-13	0	7	-1	-3	7	-5	0	-6	-11
54	COc1cc2c(cc1NC(=O)c1cccnc1)CCCC2	5	-22	-1	-15	-5	2	-18	-6	2	-23	-32
55	O=C(CN1C2=NCCCN2c2ccccc21)c1cccs1	-1	-16	6	23	2	8	12	-6	6	3	5
56	N#Cc1ccc(Cn2c(-c3ccc(F)cc3)noc2=O)cc1	3	-23	0	-2	0	21	-1	2	-2	-4	15
57	Cc1cc(NC(=O)c2ocnc2C)no1	-17	-9	7	12	-10	2	-47	2	9	-6	-28
58	O=C(COc1ccc(Cl)cc1[N+](=O)[O-])N/N=C/c1cccs1	7	-12	-13	0	0	15	-2	-9	0	4	-49
59	CC(/C=N/NC(=O)CN1CCN(Cc2ccc(Cl)cc2)CC1)=C\c1ccco1	14	-5	0	22	0	8	-10	6	-2	12	-6
60	CCOC(=O)N1CCN=C1SCc1ccc(Cl)c(Cl)c1	14	6	4	14	10	-13	-29	0	-26	1	-2

A portion of the library; count on the stated rates, not on these rows.
